# Bioassay records (PubChem)
# sdo1 growth – sdo1-depleted yeast growth rescue; S. cerevisiae sdo1-depleted JHY4D growth rescue, OD600 30 h; hits give high values; pdr5 snq2 efflux-pump mutant strain; z-score at 10 µM; 140,000 compounds, 0.21% hits;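 active means z-score above 3 at both the 24 hr and the 30 hr optical density reads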;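 further: z-score against mean and SD of all compound wells on the same plate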
# Insulin prom inh – TRM-6 insulin promoter activity inhibition | inhibition, % at 2 µM | AID 1273 | TRM-6 cells (human fetal islet line), insulin promoter-eGFP reporter, imaging; reporter expression induced with tamoxifen | 130,000 compounds, 0.9% hits;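 active means inhibition above the mean plus 3 SD, with well images judged a real hit on visual review, cut at about 60% in these data, passing the limit was not always enough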
# sdo1 growth Rescue 24 h – also measured in sdo1 growth; calls as there; z-score; S. cerevisiae sdo1-depleted JHY4D growth rescue, OD600; measured here: growth rescue at 24 h;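 0 is the plate mean of compound wells and units are plate SD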
# * marks the source's active call; other numbers are inactive results; . = no result given.
sdo1 growth,sdo1 growth Rescue 24 h,structure,Insulin prom inh
-0.46,-0.67,CCN(CC)S(=O)(=O)c1cccc(-c2nnc(SC(C)C#N)n2Cc2ccccc2)c1 (configuration not stated),-10
0.83,0.93,CN(CC(=O)O)S(=O)(=O)c1ccc(F)cc1,-125
-0.94,-1.4,Cc1ccc(C2C(=O)N(C3CCC(C)CC3)CC(=O)N2C2CC2)cc1 (configuration not stated),.
0.31,0.99,CC(C)=NOc1nc(N(C)C)nc(N(C)C)n1,-79
-1.6,-0.8,Cc1ccc(S(=O)(=O)CNC(=S)c2ccc3ccccc3c2)cc1,37
0.96,-0.03,COc1nc(C)ccc1-c1noc(-c2ccncc2)n1,-64
-0.4,-0.51,O=C(COC(=O)/C=C/c1ccccc1[N+](=O)[O-])Nc1ccc(OCc2ccccc2)cc1,-34
1.5,0.71,CC1=NN(c2ccc(C)c(C)c2)C(=O)C1C(c1cccc(O)c1)C1C(=O)N(c2ccc(C)c(C)c2)N=C1C (configuration not stated),0
-0.47,-0.29,O=C(CN1CCc2ccccc2C1)Nc1ccccc1N1CCCCCC1,38
0,-0.72,COc1cccc(/C=N/NC(=O)C[n+]2ccccc2)c1OC,27
.,.,O=C(O)CS(=O)CC(=O)Nc1cccc(C(F)(F)F)c1 (configuration not stated),18
-0.46,-0.93,COc1ccc(-c2nnc(SCc3cccc(C)c3)n2N)cc1,-29
-0.41,-0.98,Cc1cccc(NC(=S)NCc2ccc3c(c2)OCO3)c1C,44
0.41,-0.04,CCOC(=O)C(C)Sc1nc(N)c(NC(=O)c2ccc(OC)c(OC)c2)c(=O)[nH]1 (configuration not stated),.
-0.79,-1.8,O=c1oc(-c2cc3ccccc3o2)nc2sc3c(c12)CCCC3,-27
-1.6,-0.89,O=C(Nc1nc(-c2ccncc2)cs1)c1ccco1,21
0.05,-0.25,O=C(Oc1ccc2ccccc2c1)c1ccco1,.
0.37,0.59,O=C1NC2(CCCCCC2)N=C1c1ccc(F)cc1,16
-0.15,0.26,CCS(=O)(=O)CCSc1nc2ccccc2o1,-185
0.29,0.41,COc1ccc(C)cc1NC(=O)C1CC(=O)N(Cc2ccco2)C1 (configuration not stated),-12
.,.,CCN(CC)S(=O)(=O)c1ccc(Cl)nc1,18
0.22,-0.11,COc1ccc(C(=O)N2CCN(C3CCN(Cc4ccccc4)CC3)CC2)cc1OC,-4
0.91,0.66,COc1ccc2c(c1)SC1=NCCS(=O)(=O)N12,.
.,.,CN(C)S(=O)(=O)c1ccc(C(=O)N2CCN=C2SCc2ccccc2)cc1,-85
.,.,Cc1c(C(=O)NC(=S)Nc2ccc(NC(=O)c3cccs3)cc2)cccc1[N+](=O)[O-],40

# More compounds follow.
sdo1 growth,sdo1 growth Rescue 24 h,structure,Insulin prom inh
0.22,0.52,CCCCOc1ccc(C(=O)NCC2(c3ccc(OC)cc3)CCOCC2)cc1,.
-1.5,-1.8,CCOC(=O)c1cnn(CCOC(=O)c2ccccc2F)c1NC(=O)c1ccccc1F,19
0.09,-0.92,O=C(CCc1ccccc1)Nc1ccc(N2CCOCC2)c(Cl)c1,54
.,.,CCOC(=O)c1ccc(NC(=O)CN2C(=O)NC3(CCCCCC3)C2=O)cc1,-67
0.58,0,Cc1onc(COc2ccccc2O)c1Br,33
-1.9,-1.4,Cc1ccc(NC(=O)N2N=C(c3ccc(F)cc3)CC2c2ccc(F)cc2)cc1 (configuration not stated),-8
-2.2,-1.8,Cc1ccc(C(=O)CSc2cc(C)nc(SCC(=O)c3ccccc3)n2)cc1,14
-0.05,-0.83,CCN(CC)S(=O)(=O)c1ccc(C)c(NC(=O)COC(=O)CNC(=O)c2ccc(C(C)(C)C)cc2)c1,0
.,.,Cc1nn(CCC#N)c(NC(=O)c2ccccc2)c1P(=O)(Nc1ccc(Br)cc1)N1CCOCC1 (configuration not stated),-93
1.3,-0.04,CCCOc1ccc(C(C)=O)cc1CC(C(N)=O)C(N)=O,-4
-0.2,-0.54,C#CCSc1nnc(-c2c[nH]c3ccccc23)n1C,-129
0.64,0.45,Cc1ccc(C)c(/C(O)=C2/C(=O)C(=O)N(CCN3CCOCC3)C2c2ccco2)c1 (configuration not stated),21
1.6,1.5,CN(C)C(=O)c1ccc(NC(=O)c2cccnc2)cc1,-4
-0.06,1.3,CCOC(=O)N1CCN(c2c(NCCCN3CCCCCC3)c(=O)c2=O)CC1,.
0.61,0.67,Cc1c(N2C(=O)c3ccccc3C2=O)c(=O)n(-c2ccccc2)n1C,.
-1.9,-0.99,CCOc1ccc2nc(N3CCCCCC3)sc2c1,-50
1.1,0.06,CCN1C(=O)C2C(c3ccc(O)c(OC)c3)NC(C)(C(=O)OC)C2C1=O (configuration not stated),.
-0.1,-0.52,COc1cc(C(=O)OCC(=O)Nc2cc(C)on2)cc(OC)c1OC,-39
.,.,Cn1c(OCc2cccnc2)nc2c1c(=O)n(Cc1ccc(Cl)cc1)c(=O)n2C,-6
.,.,Cc1ccc(S(=O)(=O)NCc2ccc3[nH]c(C)cc3c2)cc1,-18
0.22,-0.75,CC(C)N(CCNC(=O)c1cn(C)c2ccc(S(=O)(=O)N(C)C)cc2c1=O)Cc1ccccc1,.
1.3,2.2,CCOc1ccc(-c2nnc(-c3ccco3)o2)cc1OCC,30
0.58,-0.04,CCOc1cc(C(=O)Nc2cc(C)ccn2)cc(OCC)c1OCC,-33
.,.,COC(=O)c1cn(NC(=O)Cc2cccc(C(F)(F)F)c2)c(=O)c2ccccc12,20
0.36,-0.17,CC(=O)c1cccc(N(C(=O)CS(=O)CC(=O)Nc2ccc(F)cc2)C(C(=O)NC2CCCCC2)c2ccc(C)o2)c1 (configuration not stated),-3

# Of the compounds above, these contain bromine:
sdo1 growth,sdo1 growth Rescue 24 h,structure,Insulin prom inh
0.58,0,Cc1onc(COc2ccccc2O)c1Br,33
.,.,Cc1nn(CCC#N)c(NC(=O)c2ccccc2)c1P(=O)(Nc1ccc(Br)cc1)N1CCOCC1 (configuration not stated),-93

# (more compounds)
sdo1 growth,sdo1 growth Rescue 24 h,structure,Insulin prom inh
-0.64,-1.3,CN(C(=O)COC(=O)c1sc2ccccc2c1Cl)C1CCCCC1,7
-0.63,-0.06,O=C(CN1CCN(c2ncccn2)CC1)Nc1ccccc1-n1cccc1,.
1.3,1.1,CN(C)CCN(Cc1cccs1)c1ccccn1,19
1.8,1.6,COc1ccccc1-n1c2c(cc(C(=O)N3CCC(C)CC3)c1=O)C(=O)CC(C)(C)C2,.
-0.39,-0.88,COc1ccc(NC(=O)CSc2nc(NS(=O)(=O)c3ccccc3)cc(=O)[nH]2)cc1,-36
-2,-1.3,Nc1c(N2CCN(c3ccccc3)CC2)c2ccccc2oc1=O,19
0.08,0.18,Cc1ccc(S(=O)(=O)/N=C/c2ccco2)cc1,.
0.55,1.3,C=CCn1c(N)c(-c2nc3ccccc3n2C)sc1=S,-71
-0.42,0.36,O=C(c1ccccc1)c1cnc(Nc2ccc(Cl)c(Cl)c2)s1,-12
-1.5,-1.6,Cc1ccc(C2=N/C(=C\c3cccs3)C(=O)N2Nc2ccccc2)cc1,51
1.3,2.6,CC(C)NC(=O)CCCOc1ccc(Cl)cc1Cl,-58
0.6,0.35,COC(=O)c1cc(Br)ccc1NC(=O)Nc1ccccc1,-24
0.66,0.46,N#C/C(=C\c1cc(Cl)ccc1O)C(=O)NC1CCCCC1,.
2.1,2.1,CC(C)N1CC(C(=O)Nc2ccccc2)CC1=O (configuration not stated),-156
-0.29,-0.57,O=C(Nc1ccccc1)N1CCN(c2nc3ccccc3s2)CC1,45
-0.26,0.46,Cc1ccc(Cl)cc1N(CC(=O)NC1CCCCC1)S(C)(=O)=O,.
-1.1,-0.43,COc1ccc(CNC(N)=O)cc1,-369
.,.,COC(=O)c1ccc(NC(=O)NCCCl)cc1,27
0.06,-0.47,Cc1ccc(C(=O)Nc2c3c(nn2C(C)(C)C)CS(=O)(=O)C3)cc1C,9
-0.54,-0.18,O=C(Nc1ccccc1-c1nnc(SCc2ccccc2)o1)c1ccccc1,-46
0.27,0.13,CNC(=S)Nc1ccc2nc(C)c(C)nc2c1,-50
.,.,S=C(Nc1ccc2nc(-c3ccccn3)c(-c3ccccn3)nc2c1)N1CCCCC1,26
-0.82,-0.04,CCOC(=O)c1sc(NC(=O)CNC(=O)Cn2cnc3sc(C)c(C)c3c2=O)nc1C,0
-0.65,-0.07,CC(=O)c1ccc(N2C(=O)[C@@H]3C(CCC(N)=O)NC4(C(=O)Nc5c4ccc(Cl)c5C)[C@@H]3C2=O)cc1 (some centres not stated),.
0.29,-0.12,Cc1cccc(C(=O)NNS(=O)(=O)c2ccccc2[N+](=O)[O-])c1,38

# Additional compounds follow:
sdo1 growth,sdo1 growth Rescue 24 h,structure,Insulin prom inh
0.78,1.4,CNC(=S)N1CCN(c2ccccc2OC)CC1,-3
0.4,0.56,COc1ccc(S(=O)(=O)N(CC(=O)NC2CC2)C2CCCCC2)cc1Cl,.
.,.,O=C(COc1ccc(Cl)cc1)NCC(=O)N/N=C/c1cccs1,17
-0.47,-1.6,C=CCNC(=S)N(CC=C)C1CCS(=O)(=O)C1 (configuration not stated),-42
.,.,O=C(COc1cc(Cl)c(Cl)cc1Cl)NCCc1ccccn1,-200
.,.,O=C(OCc1nnc(-c2ccccc2)o1)c1cc(F)c(F)cc1Cl,-62
-0.37,-0.82,COCCCN1CCc2[nH]c(=S)[nH]c(=O)c2C1,.
-0.41,-0.99,COc1ccc(NC(=O)CCS(=O)(=O)c2cccc3nonc23)c(OC)c1,.
1.2,0.74,CNC[C@H](O)c1cccc(O)c1,5
-0.2,-0.51,CCOc1ccc(NC(=O)CN(C)CC(=O)NC2CCCc3ccccc32)cc1OCC (configuration not stated),15
0.67,-0.62,O=C(N[C@@H](Cc1c[nH]c2ccccc12)C(=O)NC1CC1)c1ccccc1Cl,-7
0.26,-0.32,COc1ccc2cc(C3CC(c4ccco4)=NN3C(=O)CCC(=O)O)c(Cl)nc2c1 (configuration not stated),8
1.4,1.9,Cc1cc(NC(=O)CSc2nc3ccccc3n2CC(=O)N2CCCCC2)no1,-58
.,.,CC1(C)Cc2ccccc2C(=NCC(=O)O)N1,22
-1.8,-1.4,COc1ccccc1-c1nc(C#N)c(N2CCN(Cc3ccccc3)CC2)o1,0
-1.4,-0.87,Cc1cccc(N2CC(C(=O)OCC(=O)c3ccc(OC(=O)c4cccs4)cc3)CC2=O)c1C (configuration not stated),9
0.42,0.66,Cc1ccc2nnnc(-c3ccccc3)c2c1,.
-0.99,-1.4,CCC(C)C(=O)Nc1nc2c(s1)C(=O)CC(C)(C)C2 (configuration not stated),.
0.26,-0.27,COc1ccc(OC(C)C(=O)N2CC(C)OC(C)C2)cc1 (configuration not stated),-69
-0.27,-0.16,CCOc1cc(C(=O)Nc2nnc(C)s2)cc(OCC)c1OCC,.
-0.45,0.47,COc1ccc(-c2cc(C(=O)Nc3cc(C)nn3-c3ccccc3)no2)cc1,26
.,.,COc1cc(C(=O)NCCCNc2nc3c(C)cc(C)cc3cc2C#N)cc(OC)c1OC,26
-0.67,-0.38,COc1ccc(-n2nnnc2-c2cnc(N3CCCC3)nc2C(F)(F)F)cc1,.
0.71,0.9,Cn1c(Cn2c(=O)sc3ccccc32)nnc1SCC(=O)N1CCN(c2ccccc2)CC1,.
0.92,1.6,Cc1cc(/C=C2/NC(=O)N(Cc3ccccc3F)C2=O)c(C)n1C,17

# 7 entries out of the list above, arranged by their value in sdo1 growth, rising.
molecule,sdo1 growth,sdo1 growth Rescue 24 h,Insulin prom inh
COCCCN1CCc2[nH]c(=S)[nH]c(=O)c2C1,-0.37,-0.82,.
CCOc1ccc(NC(=O)CN(C)CC(=O)NC2CCCc3ccccc32)cc1OCC (configuration not stated),-0.2,-0.51,15
COc1cc(C(=O)OCC(=O)Nc2cc(C)on2)cc(OC)c1OC,-0.1,-0.52,-39
C=CCn1c(N)c(-c2nc3ccccc3n2C)sc1=S,0.55,1.3,-71
COC(=O)c1cc(Br)ccc1NC(=O)Nc1ccccc1,0.6,0.35,-24
Cc1ccc(C)c(/C(O)=C2/C(=O)C(=O)N(CCN3CCOCC3)C2c2ccco2)c1 (configuration not stated),0.64,0.45,21
COc1nc(C)ccc1-c1noc(-c2ccncc2)n1,0.96,-0.03,-64

# (list continues)
sdo1 growth,sdo1 growth Rescue 24 h,structure,Insulin prom inh
0.28,-0.11,COc1ccc(CCn2c(=N)c(C(=O)NCc3ccco3)cc3c(=O)n4cccc(C)c4nc32)cc1,.
1.3,0.73,CN(C)CCNC(=O)c1ccc(-c2nn(C)c(=O)c3ccccc23)cc1,-16
-0.94,-0.19,O=C1CC(=C(c2ccccc2)c2ccccc2)C(=O)N1CCCN1CCN(c2cccc(Cl)c2)CC1,6
0.4,0.24,CCCCOc1ccc(NC(=O)CSc2nnnn2C)cc1,-319
0.43,0.55,Cc1ccccc1CS(=O)(=O)Cc1ccc(C(=O)NCC2CCCO2)o1 (configuration not stated),0
-0.31,-1.2,O=C1CC(c2ccccc2)c2cc(O)ccc2O1 (configuration not stated),-19
0.55,0.74,CC1=C(C(=O)Nc2ccc(C)cc2C)C(c2ccc([N+](=O)[O-])cc2)n2ncnc2N1 (configuration not stated),20
-0.71,-1.1,O=C(NCc1ccccc1)c1ccc(Cl)cc1[N+](=O)[O-],-25
-1.9,-0.7,OC(CSc1c(Cl)cccc1Cl)CN1CCN(c2ccc(F)cc2)CC1 (configuration not stated),-16
-1.9,-2.1,O=C(c1ccc(Oc2ccc(C(F)(F)F)cc2[N+](=O)[O-])cc1)N1CCOCC1,32
-0.67,-1.1,Cc1ccc(-c2cc(C)nc3ncnn23)cc1,.
.,.,OCC1(CC2CCCCO2)CCN(C/C=C/c2ccccc2)CC1 (configuration not stated),0

# A portion of the library; count on the stated rates, not on these rows.
